# KCNK3 block – human KCNK3 channel inhibitors, primary screen, CHO cells, FluxOR thallium flux, B-score | B-score at 10 µM | 0.84% of 340,000 active | Potassium channel subfamily K member 3 (Homo sapiens), O14649 | FluxOR fluorescence; stronger effect = lower value;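 active means B-score under library mean minus 4 SD, starting fluorescence ratio at most library mean plus 5 SD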;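 further: more negative B-score means stronger inhibition of thallium flux through KCNK3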
# Target sequence (O14649 whole entry, looked up): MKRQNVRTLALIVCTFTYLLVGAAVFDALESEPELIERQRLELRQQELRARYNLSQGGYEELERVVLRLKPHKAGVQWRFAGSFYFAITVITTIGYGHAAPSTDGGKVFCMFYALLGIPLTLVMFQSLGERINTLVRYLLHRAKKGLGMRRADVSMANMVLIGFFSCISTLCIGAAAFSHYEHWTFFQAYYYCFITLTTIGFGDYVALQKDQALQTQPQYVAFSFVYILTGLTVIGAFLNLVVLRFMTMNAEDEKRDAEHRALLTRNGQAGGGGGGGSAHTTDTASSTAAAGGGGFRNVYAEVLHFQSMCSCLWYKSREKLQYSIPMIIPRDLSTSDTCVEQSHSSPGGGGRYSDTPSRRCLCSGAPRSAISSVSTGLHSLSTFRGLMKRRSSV
# GSK3beta inhib – human GSK3beta kinase inhibitors, primary screen, biochemical, cell-free homogeneous, HTS. Glycogen synthase kinase-3 beta (Homo sapiens), P49841. GST-GSK3beta kinase, ADP-Glo luminescence, 60 min; stronger effect = lower value. activity score (negative = inhibition), % at 10 µM. 0.038% of 300,000 active. AID 2097, 2009;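 active means more than half of replicate wells score below -50%, meaning over 50% inhibition versus plate controls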;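 further: 0% = median DMSO wells and -100% = median GW8510 positive control wells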
#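 test system = GST-tagged human GSK3beta kinase, cell-free | reagent = 25 µM ATP with peptide substrate | dosing = one dose of 10 µM per compound | schedule = 60 min reaction, RT | detection = luminescent ADP-Glo measurement of ADP formed | control set = DMSO neutral wells and GW8510 at 20 µM as positive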
# PolyA inhibitor – polyadenylation inhibitors in yeast reporter cells, primary screen, luminescence, S. cerevisiae; AID 1875, 2009; 0.02% of 300,000 active; S. cerevisiae SKY197-pL101 polyadenylation reporter, beta-gal luminescence; efflux-impaired pdr1/pdr3 knockout yeast; score 100 = 6 SD above DMSO; calls only at 12 µM;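 active means lowest replicate activity score at least 50, where 100 means six control SD above control mean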;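 further: yeast exposed to compound for 9 h at 30 °C; higher score means more reporter readthrough which indicates perturbed polyadenylation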
# KCNQ1 inh – inhibitors of human KCNQ1 channel, primary screen, cell-based, thallium flux, high-throughput; 1.3% of 310,000 active; AID 2642, 2010; CHO-K1 KCNQ1, FluxOR thallium flux fluorescence; stronger effect = higher value; B-score at 10 µM;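 active means compounds whose thallium flux B-score, printed positive for inhibition, exceeds three library SD while starting fluorescence stays within three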;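 further: channel opened by potassium depolarization with thallium stimulus after 20 min compound exposure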
# RGS4 inh – RGS4 inhibitors, primary screen, cell-based, HEK293 M3R inducible RGS4, calcium flux. Regulator of G-protein signaling 4 (Homo sapiens), P49798. Fluo-4 calcium flux; stronger effect = higher value; triggered by carbachol at its EC20. B-score at 10 µM. 0.45% of 310,000 active. AID 463165, 2010;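 active means B-score, a plate-corrected calcium signal, over three deviations above library mean, with baseline fluorescence within five deviations of library mean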;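 further: RGS4 expression induced by doxycycline in cells with stable M3 receptor; B-score is computed from the integrated fluorescence ratio over baseline after carbachol; higher B-score means a larger calcium signal and so more RGS4 inhibition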
# Target sequence (P49798 whole entry, looked up): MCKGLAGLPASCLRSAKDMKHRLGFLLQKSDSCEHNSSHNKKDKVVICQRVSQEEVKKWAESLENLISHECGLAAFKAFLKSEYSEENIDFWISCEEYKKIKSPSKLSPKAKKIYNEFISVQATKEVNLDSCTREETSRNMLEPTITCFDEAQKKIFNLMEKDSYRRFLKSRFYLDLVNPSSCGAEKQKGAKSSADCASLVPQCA
# hERG protect – hERG rescue from dofetilide block, primary screen, cell-based, CHO-hERG, FluxOR thallium flux, dofetilide IC70; dofetilide IC70 present; AID 1511, 2009; 0.51% of 310,000 active; activation (rescue from dofetilide block), less the hit threshold, % at 10 µM; Voltage-gated inwardly rectifying potassium channel KCNH2 (Homo sapiens), Q12809;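 active means activation above the mean of controls blocked by dofetilide plus 5 SD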;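 further: thallium influx through hERG after potassium depolarization seen as dye fluorescence rise; in these data hits start at about 4.7%; inactives centre near -7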
# KCNQ1 pot – potentiators or activators of KCNQ1 channel, primary screen, cell-based, thallium flux, high-throughput; CHO-K1 KCNQ1, thallium flux FluxOR fluorescence; stronger effect = higher value; B-score at 10 µM; 0.35% of 310,000 active; AID 2648, 2010;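 active means fluorescence ratio B-score, a plate-corrected score, at least three library SD, with initial intensity B-score within 5 SD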
#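 Medium – assay buffer, equal DMSO in all wells · Material – CHO-K1 cell line with stable KCNQ1 potassium channel expression · Signal – kinetic FluxOR thallium fluorescence, 10-s 1-Hz baseline, 110-s post-stimulus read · Compound – single concentration per compound, DMSO matched to controls · Schedule – 37 °C overnight plating, 90-min dark dye load, 20-min compound pretreatment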
# DYRK1A inh – rat Dyrk1A kinase inhibitors, primary screen, biochemical, single point, plate reader; Dual specificity tyrosine-phosphorylation-regulated kinase 1A (Rattus norvegicus), Q63470; ADP-Glo luminescence, NFATc1 peptide; inhibition, % at 12.5 µM; 0.43% of 310,000 active; in the data active means inhibition above about 50%;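 further: plate controls were vehicle with enzyme for no effect and no enzyme for full effect; many of its hits are not listed in these tables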
# KCNK9 inh – KCNK9 potassium channel inhibitors, primary screen, HEK293 cells, thallium flux; Potassium channel subfamily K member 9 (Homo sapiens), Q9NPC2; FluxOR thallium flux fluorescence; stronger effect = lower value; B-score at 10 µM; 1.2% of 310,000 active;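 active means ratio B-score over 3 SD below the library mean, with starting fluorescence within 5 SD of its mean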;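 further: negative B-score means less thallium flux so channel inhibition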
# Target sequence (Q9NPC2 whole entry, looked up): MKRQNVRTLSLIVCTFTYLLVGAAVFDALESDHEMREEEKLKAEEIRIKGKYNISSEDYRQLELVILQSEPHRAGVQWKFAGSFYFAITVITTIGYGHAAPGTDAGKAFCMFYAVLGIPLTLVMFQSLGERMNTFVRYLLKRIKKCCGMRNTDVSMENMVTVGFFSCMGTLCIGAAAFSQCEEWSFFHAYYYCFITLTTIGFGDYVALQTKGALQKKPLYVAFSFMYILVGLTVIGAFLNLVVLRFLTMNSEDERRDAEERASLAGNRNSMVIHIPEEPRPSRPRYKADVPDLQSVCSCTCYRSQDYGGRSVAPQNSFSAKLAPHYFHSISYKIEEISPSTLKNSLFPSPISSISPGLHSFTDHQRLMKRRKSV
# RGS4 pot – RGS4 potentiators or activators, primary screen, cell-based, HEK293 M3R inducible RGS4, calcium flux; carbachol calcium flux Fluo4; stronger effect = lower value; B-score at 10 µM; 0.92% of 310,000 active; AID 463111, 2010;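 active means B-score of the integrated calcium signal more than 4 SD below the library mean, with starting fluorescence not abnormally high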;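 further: negative B-score means reduced calcium response which marks RGS4 activation or potentiation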
#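 Assay system: HEK293 FlpIn-TREx cells, stable M3R, doxycycline-inducible RGS4 / Probe or stimulus: carbachol, ECmax concentration / Times: overnight RGS4 induction, 30 min dye load 37 °C, 20 min compound RT / Signal: kinetic calcium fluorescence imaging with Fluo4-AM dye, 2 µM / Measure: Agonist-evoked peak-minus-minimum fluorescence over baseline, integrated ratio, B score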
# GSK3 alpha inh – blockers of GSK3A enzyme activity – biochemical, luminescence, cell-free homogeneous, HTS, primary screen; Glycogen synthase kinase-3 alpha (Homo sapiens), P49840; GSK-3 alpha kinase, ADP-Glo luminescence, 60 min; inhibition, % at 10 µM; 0.1% of 320,000 active; AID 2650, 2010;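 in the data active means inhibition above about 50%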;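 further: GST-tagged GSK-3 alpha with peptide substrate and 25 µM ATP; 0% = DMSO neutral wells and 100% = GW8510 positive control wells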
# * = called active by the depositor; i = inactive; · = no result given.
Structure,KCNK3 block,GSK3beta inhib,PolyA inhibitor,KCNQ1 inh,RGS4 inh,hERG protect,KCNQ1 pot,DYRK1A inh,KCNK9 inh,RGS4 pot,GSK3 alpha inh
Cc1ccc(-c2c[n+](CC(=O)Nc3ccccc3C)c3n2CCC3)cc1,i,1,i,i,i,-7,i,·,i,i,-1
CCOC(=O)C1CCN(C(=O)CCc2c(C)nc3c(-c4ccc(F)cc4)c(C)nn3c2C)CC1,i,1,i,i,i,-13,i,0,i,i,-2
Cc1cccc(CSCCNC(=O)c2ccc(N(C)S(=O)(=O)c3ccccc3)cc2)c1,i,1,i,7*,i,-3,i,-2,i,i,-3
Cc1nc2ccccc2n1S(=O)(=O)c1cc(C(=O)O)ccc1Cl,i,-4,i,i,i,-7,i,1,i,i,-2
CS(=O)(=O)N1CCCC(C(=O)Nc2ccccc2Cl)C1 (stereo not given),i,2,i,i,i,-2,i,0,i,i,-1
CCOc1ccccc1N(CC(=O)Nc1ccccc1C(=O)N1CCCC1)S(C)(=O)=O,i,2,i,i,i,-13,i,0,i,i,2
CCCCc1nc(SCC(=O)N2CCCCC2)c2c(=O)n(C)c(=O)n(C)c2n1,i,4,i,i,i,-18,i,0,i,i,6
Nc1cc(-c2nc3ncccc3o2)ccc1Cl,i,3,i,i,i,-2,i,-1,i,i,0
CCOc1ccc(NS(=O)(=O)c2cc(C)c(C)cc2C)cc1,i,1,i,i,i,-8,i,2,i,i,-3
CN(C)C1(CNC(=O)c2cccc(S(=O)(=O)Nc3ccc(Br)cc3)c2)CCCCC1,i,-1,i,i,i,-18,i,·,i,i,2
O=[N+]([O-])c1ccc(Cl)c(CN2CCN(c3ncccn3)CC2)c1,i,-1,i,i,i,-13,i,2,i,i,-5
Cc1c(C(=O)N(C)CC(=O)Nc2cccc(F)c2)oc2c(Cl)cccc12,i,0,i,i,i,-11,i,1,i,i,-2
O=C(NCCc1cn2ccccc2n1)C1CCCCC1,i,0,i,i,i,-12,i,4,i,i,-3
CCc1ccc2oc(=O)cc(CN(C)Cc3ccccc3)c2c1,i,2,i,i,i,-9,i,1,i,i,-4
Cc1cc(Cl)ccc1NC(=O)c1ccc2c(c1)OCO2,i,-4,i,i,i,-1,i,-8,i,i,-6
COc1cc(OC)c(C(=O)COc2ncnc3ccccc23)c(OC)c1,i,0,·,i,i,-7,i,6,i,i,4
COc1ccc(S(=O)(=O)NCCSCc2cccc(C)c2)cc1Br,i,3,i,i,i,-1,i,-3,i,i,-4
O=C(Nc1ccc(Cl)cc1)OCc1cc(-c2ccccc2Cl)on1,i,0,i,i,i,-9,i,-3,i,i,-3
Cc1ccc(C(=O)Cn2nc(C)c([N+](=O)[O-])c2C)c(C)c1,i,2,i,i,i,-6,i,·,i,i,-1
Cc1cc(=O)oc2c(C)c(OC(=O)c3ccco3)ccc12,i,2,i,i,i,-4,i,3,i,i,-2
Cc1cccc(N2CCN(Cc3nc(C4CC4)no3)CC2)n1,i,1,i,i,i,-7,i,4,i,i,-1
Cc1cc(C)nc(SCCn2c(N3CCCCC3)nc3c2c(=O)n(C)c(=O)n3C)n1,i,5,i,i,i,-8,i,3,i,i,0
CCOC(=O)N1CCC(NC(=O)c2ccc(CS(=O)(=O)c3c(Cl)cccc3Cl)o2)CC1,i,0,i,i,i,-6,i,13,i,i,3
CC(=O)c1ccc(N2CCN(S(=O)(=O)c3c(C(=O)N4CCCC4)c(C)n(C)c3C)CC2)cc1,i,1,i,i,i,-6,i,-1,i,i,-1
COc1ccc(CCNc2ccc(S(=O)(=O)N3CCN(C)CC3)cc2[N+](=O)[O-])cc1,i,1,i,i,i,-7,i,14,i,i,-2
O=C1NN(c2ccc(F)cc2)C(=O)/C1=C\c1cnn(-c2ccccc2)c1,·,1,i,i,i,-12,i,·,i,i,-4
Cc1ccc(OCCOCCN2CCCCC2)c([N+](=O)[O-])c1,i,1,i,i,i,-22,i,0,i,i,1
CCOC(=O)c1cccc(S(=O)(=O)N2CCOCC2)c1,i,-2,i,i,i,-1,i,37,i,i,-3
O=C(CN1C(=O)C2C3C=CC(C3)C2C1=O)Nc1cccc2c1CCCC2 (stereo not given),i,-3,i,i,i,-4,i,1,i,i,-3
Cc1ccccc1CNS(=O)(=O)c1ccc2c(c1)C(C)(C)C(=O)N2C,i,2,i,i,i,0,i,·,i,i,0
CCCCn1c(N)c(N(CC(C)C)C(=O)CC2CCCC2)c(=O)[nH]c1=O,i,-1,i,i,i,-14,i,13,i,i,-2
CC(C)C(=O)Nc1nnc(Sc2ccc(N(C)C)cc2)s1,i,0,i,i,i,-6,i,0,i,i,-1
CCOC(=O)C1C(c2cccs2)NC(=O)NC1(O)C(F)(F)F (stereo not given),i,1,i,i,i,0,i,5,i,i,-1
Cc1cccn2c(=O)c(C(=O)NCCCN3CCCCC3C)c(O)nc12 (stereo not given),i,-1,i,i,i,-11,i,-2,i,i,1
COc1ccccc1NC(=O)CSc1nnc(Cc2cccn2C)n1CCc1ccccc1,i,-9,i,i,i,-15,i,-1,i,i,·
Cc1nn(C(C)C(=O)NC2C(=O)N3C(C(=O)O)=C(CSc4nnnn4C)CSC23)cc1Cl (stereo not given),i,0,i,i,i,-22,i,-3,i,i,-2
CCCn1nc(NC(=O)c2ccco2)c2cc3ccc(C)cc3nc21,i,-1,i,i,i,-2,i,4,i,i,-1
COc1cccc(NC(=O)CSCC(=O)Nc2ccccc2)c1,i,2,i,i,i,-6,i,2,i,i,3
COc1ccc(NC(=O)c2cccc(-c3ccc(O)cc3)c2)cn1,i,·,i,i,i,-20,i,23,i,i,3
O=C(Nc1cccc(NC(=O)C2CCCO2)c1)C1CCCO1 (stereo not given),i,-2,i,i,i,-9,i,·,i,i,-3
C[C@H]1C=CC(=O)O[C@H]1c1ccccc1,i,0,i,i,i,-6,i,2,i,i,0
Cc1ccc(NC(=O)/C(=C/c2cccc([N+](=O)[O-])c2)NC(=O)C2CCCCC2)c(C)c1,i,-2,·,i,i,-9,i,3,i,i,1
CCc1ccc(NC(=O)CCc2ccc(CC)o2)cc1,i,-1,i,i,i,-7,i,3,i,i,-5
CCOc1ccc(NC(=O)CN(C)c2ccc(S(=O)(=O)N(C(C)C)C(C)C)cn2)cc1OCC,i,2,i,i,i,-9,i,0,i,i,1
CCOc1ccc(NC(=O)CSc2nnc(Cn3cnc([N+](=O)[O-])n3)n2CC)cc1,i,0,i,i,i,-13,i,·,i,i,-1
COC(=O)C1CCN(S(=O)(=O)CCNC(=O)c2cccc(OC)c2)CC1,i,0,i,i,i,-22,i,·,i,i,-2
Cc1cc2c(cc1S(=O)(=O)NCc1ccc(Cl)cc1)OCC(=O)N2,i,0,i,i,i,-10,i,7,i,i,5
CN(Cc1ccccn1)C(=O)CC1C(=O)NCCN1Cc1cccc(Oc2ccccc2)c1 (stereo not given),i,2,i,i,i,-7,i,5,i,i,-3
O=C(O)/C=C\c1ccccc1Oc1cccc(Cl)c1,i,3,i,i,i,-3,i,3,i,i,-7
O=C(O)CCN1C(=O)/C(=C\c2cccc(OCC(=O)Nc3ccc(Cl)cc3)c2)SC1=S,i,3,i,i,i,-6,i,2,i,i,-3
O=C(NCc1ccccc1Cl)c1cnc2ccccc2n1,i,-1,i,i,i,-7,i,-9,i,i,-3
CCOc1ccc(NC(=S)NCCCn2ccnc2)cc1,i,3,i,i,i,-3,i,-7,i,i,-1
Nc1ncc(-n2cncn2)c(-c2ccccc2)n1,i,-3,i,i,i,-1,i,1,i,i,0
NS(=O)(=O)c1ccc(-n2cccc2C=O)cc1,i,1,i,i,i,-18,i,4,i,i,0
COc1cccc(C(=O)O/N=C(\C)c2cnccn2)c1,i,-4,i,i,i,-2,i,3,i,i,1
CCCOC(=O)C1C2C=C[C@]3(CN(CCc4ccccc4)C(=O)[C@H]13)O2 (stereo not given in full),i,-3,i,i,i,-5,i,5,i,i,-2
CC1Cc2ccccc2N1C(=O)CSc1nnc(-c2ccc(S(=O)(=O)N3CCCC3)cc2)n1C (stereo not given),i,-2,i,i,i,-7,i,-1,i,i,6
COc1ccccc1N1CCN(C(CNC(=O)c2ccc3c(c2)OCO3)c2cccnc2)CC1 (stereo not given),i,1,i,i,i,-7,i,4,i,i,-1
O=C1c2ccncc2C(=O)N1Cc1cccc(Cl)c1,i,1,i,i,i,-2,i,1,i,i,1
COc1ccc(OCC(=O)Nc2ccc3c(c2)nc2n3CCSC2)cc1,i,0,i,i,i,-13,i,-1,i,i,-8

# (list continues)
Structure,KCNK3 block,GSK3beta inhib,PolyA inhibitor,KCNQ1 inh,RGS4 inh,hERG protect,KCNQ1 pot,DYRK1A inh,KCNK9 inh,RGS4 pot,GSK3 alpha inh
O=C(Nc1ccc(C(=O)N2CCCCC2)cc1)c1cccs1,i,0,i,i,i,-8,i,8,i,i,6
COc1cc(CCC(=O)Nc2ncc(C)s2)cc(OC)c1OC,i,2,i,i,i,-9,i,-7,i,i,4
CCC(CC)COC(=O)C1=C(C)NC(=O)NC1c1ccc([N+](=O)[O-])cc1 (stereo not given),i,-3,i,i,i,-7,i,-1,i,i,-3
Cc1cccc2cc(COC(=O)C(C)(C)C)c(=O)[nH]c12,i,1,i,i,i,-5,i,0,i,i,2

# Some of the compounds tested; rates above refer to the full screens.
